Source: PubChem BioAssay (several laboratories)
CRFBP-R2 agonist – CRF-BP/CRF-R2 complex agonism. HEK293 CRF-R2/CRF-BP, calcium dye fluorescence (FLIPR); percent of saturating CRF peptide response. activation, % at 13.2 µM. actives 0.46% (n = 350,000). AID 588473;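 active = activation of at least 50%, plus an integration ratio under a set limit after plate pattern correction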;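 note: plate controls were neutral control wells without compound for no effect and CRF at EC100 for full effect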
CHRM4 PAM – CHRM4 positive allosteric modulation | actives 0.4% (n = 360,000) | CHO-K1 hM4/Gqi5, Fluo-8 calcium fluorescence, ACh EC20; 0% = ACh EC20, 100% = maximal ACh | P08173 | activation, % at 3 µM;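 active = activation above its plate's cutoff, the mean activation of sample wells plus 3 SD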; note: some results filed as inactive read as strong as hits
CRFBP-R2 block – blocks CRF-induced signaling of the CRF-BP/CRF-R2 complex. HEK293 CRF-R2/CRF-BP, CRF-induced calcium fluorescence. inhibition, % at 11.8 µM. actives 0.59% (n = 350,000);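 active = inhibition of the ligand-induced calcium signal above about 50% at the single tested concentration, limit read from the data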
IDE inh – cellular human IDE inhibition; P14735; HEK cells, FAbetaB cleavage, fluorescence polarization; inhibition, % at 5.59 µM; actives 0.41% (n = 320,000); AID 434962;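 active = percent inhibition above the average of all tested compounds plus 3 SD, set per screening campaign, cut at about 16% in these data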;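 note: IDE supplied by intact live HEK cells; FP after avidin binding of uncleaved biotin substrate so inhibition keeps polarization high; 0% = DMSO wells and 100% = 60 µM reference IDE inhibitor Ii1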
Target sequence (P14735 whole entry, looked up): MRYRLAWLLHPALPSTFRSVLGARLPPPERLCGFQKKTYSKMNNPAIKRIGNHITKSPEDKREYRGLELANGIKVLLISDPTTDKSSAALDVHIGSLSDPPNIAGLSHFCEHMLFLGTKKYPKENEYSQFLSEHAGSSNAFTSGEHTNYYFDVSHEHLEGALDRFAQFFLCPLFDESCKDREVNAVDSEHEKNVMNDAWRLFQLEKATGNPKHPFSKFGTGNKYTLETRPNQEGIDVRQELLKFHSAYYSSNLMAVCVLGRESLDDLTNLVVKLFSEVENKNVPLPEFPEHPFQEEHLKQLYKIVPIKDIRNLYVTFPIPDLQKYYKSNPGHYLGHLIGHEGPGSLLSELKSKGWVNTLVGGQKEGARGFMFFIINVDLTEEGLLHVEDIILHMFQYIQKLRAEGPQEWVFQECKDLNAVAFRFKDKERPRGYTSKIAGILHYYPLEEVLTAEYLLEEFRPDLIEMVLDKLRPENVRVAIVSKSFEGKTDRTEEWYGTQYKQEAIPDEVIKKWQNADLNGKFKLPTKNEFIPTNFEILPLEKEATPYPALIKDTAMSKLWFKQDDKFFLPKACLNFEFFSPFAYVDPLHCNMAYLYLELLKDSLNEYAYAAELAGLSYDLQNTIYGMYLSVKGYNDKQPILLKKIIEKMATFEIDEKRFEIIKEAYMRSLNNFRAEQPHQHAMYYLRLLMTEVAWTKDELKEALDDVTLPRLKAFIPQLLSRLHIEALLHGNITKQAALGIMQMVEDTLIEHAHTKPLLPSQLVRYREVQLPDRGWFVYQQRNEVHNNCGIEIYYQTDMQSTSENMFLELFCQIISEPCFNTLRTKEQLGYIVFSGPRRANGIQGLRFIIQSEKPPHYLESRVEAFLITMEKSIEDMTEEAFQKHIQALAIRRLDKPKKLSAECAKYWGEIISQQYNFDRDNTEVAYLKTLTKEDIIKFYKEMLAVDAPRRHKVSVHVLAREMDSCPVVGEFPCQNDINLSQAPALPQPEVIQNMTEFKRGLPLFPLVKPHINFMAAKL
IDE act – boosts human insulin-degrading enzyme activity in HEK cells; P14735; FAbeta-B cleavage, fluorescence polarization; 0% vehicle, 100% cell-free pure enzyme wells; activation, % at 5.96 µM; actives 0.073% (n = 340,000);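 active = activation above the mean of all tested compounds plus 3 SD, set per screening campaign, cut at about 17% in these data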
PHOSPHO1 inh – inhibitors of human PHOSPHO1 phosphatase | Q8TCT1 | recombinant PHOSPHO1, absorbance phosphatase assay | inhibition, % at 13.3 µM | actives 1.1% (n = 290,000); in the data active = inhibition above about 60%
MEKK3 PB1 HTS – raises or lowers MEK5 binding to the human MEKK3 PB1 domain; bead-based flow cytometry, Alexa488-MEK5 binding to MEKK3; actives lie on both sides; 0 = blocked by unlabeled MEK5, 100 = vehicle; AID 1529; binding response (% of control), % at 10 µM; actives 1.4% (n = 290,000);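 active = binding response more than 3 SD above or below the average of its plate-row segment, actives on both sides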;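 note: Alexa488 bead fluorescence after subtracting the streptavidin-only scavenger bead signal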
pCIP destab – compounds decreasing mouse p/CIP protein stability | Q05BA5 | F442A p/CIP-EGFP cells, EGFP fluorescence, 16 h | decrease of EGFP signal, % at 10 µM | actives 0.01% (n = 290,000) | AID 1984;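 active = EGFP signal decrease of at least 30% at 10 µM or well 3 SD below plate mean, unless failing retest; inactive = the rest, including hits failing retest or dose response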; note: some compounds called inactive have numbers as strong as hits; many of its hits are not listed in these tables
GalR3 antag – antagonists of human GalR3; O60755; HEK293 GalR3-CNG cAMP membrane potential fluorescence; galR3 body fused to GalR1 C-terminus; inhibition, % at 3 µM; actives 0.44% (n = 360,000); AID 651719;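 active = inhibition above the screen-wide average plus 3 SD, cut at about 13% in these data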;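 note: forskolin and galanin both at EC90 stimulate the cells; cAMP rise reported by CNG channel membrane potential dye signal; 0% = forskolin plus galanin with DMSO and 100% = forskolin alone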
* marks the source's active call; other numbers are inactive results.

Screening CC12CN3CC(=O)N4CC5(C)CN(CC(C)(C4)C5=O)C(=O)CN(C1)CC(C)(C3)C2=O returned CRFBP-R2 agonist 1.8, CHRM4 PAM 6, CRFBP-R2 block 4, IDE inh -1, IDE act 4, PHOSPHO1 inh 6, MEKK3 PB1 HTS 102, pCIP destab -4 and GalR3 antag -7.
`O=C1C(C=NC2CC2)=C(O)c2ccccc21` gave CRFBP-R2 agonist -2.0, CHRM4 PAM 6, CRFBP-R2 block 10, IDE inh 4, IDE act -1, PHOSPHO1 inh -5, MEKK3 PB1 HTS 99, pCIP destab -10 and GalR3 antag 14*.
COc1ccc(CC2(CO)CCN(C(=O)NCc3ccccc3)CC2)cc1 was read as CRFBP-R2 agonist 0.4, CHRM4 PAM 1, CRFBP-R2 block 20, IDE inh 11, IDE act 0, PHOSPHO1 inh 15, MEKK3 PB1 HTS 76, pCIP destab -14 and GalR3 antag 1.
CC(=O)Nc1cc(-c2ccc(F)cc2)[nH]n1 was read as CRFBP-R2 agonist -1.1, CHRM4 PAM 7, CRFBP-R2 block -14, IDE inh 4, IDE act 5, PHOSPHO1 inh 24, MEKK3 PB1 HTS 100, pCIP destab 11 and GalR3 antag 2.
Screening CCc1nnc(NC(=O)Cc2ccc(OC)c(OC)c2)s1 returned CRFBP-R2 agonist -0.3, CHRM4 PAM -5, CRFBP-R2 block -21, IDE inh -3, IDE act 2, PHOSPHO1 inh 54, MEKK3 PB1 HTS 94, pCIP destab -14 and GalR3 antag -6.
For CN(NC1OC(=O)c2ccccc21)c1ncc(Cl)cc1C(F)(F)F (centres undefined) the results were CRFBP-R2 agonist -1.8, CHRM4 PAM 6, CRFBP-R2 block 19, IDE inh 8, PHOSPHO1 inh -1, MEKK3 PB1 HTS 99, pCIP destab -15 and GalR3 antag -5.
Screening CC(C)(CO)Nc1ccc([N+](=O)[O-])cc1[N+](=O)[O-] returned CRFBP-R2 agonist -1.3, CHRM4 PAM -1, CRFBP-R2 block 13, IDE inh 0, IDE act -1, PHOSPHO1 inh 24, MEKK3 PB1 HTS 93, pCIP destab -5 and GalR3 antag -5.
For CCCCN1C(=O)/C(=C/C=C2\N(C)c3ccccc3C2(C)C)SC1=S the results were IDE inh 14, PHOSPHO1 inh 38, MEKK3 PB1 HTS 67 and pCIP destab -780.
`COc1ccc(CN2CCCC(C(=O)N(C)Cc3ccccc3)C2)cc1OC` (centres undefined) gave CRFBP-R2 agonist 1.6, CHRM4 PAM 9, CRFBP-R2 block -3, IDE inh 3, IDE act 3, PHOSPHO1 inh 21, MEKK3 PB1 HTS 105, pCIP destab 1 and GalR3 antag -5.
For C[C@H]1CN=C(N(C)C)N1CCc1ccc(F)cc1 the results were CRFBP-R2 agonist -0.5, CHRM4 PAM 4, CRFBP-R2 block 6, IDE inh 2, IDE act 1 and GalR3 antag -6.
`Cc1ccc(S(=O)(=O)NNC(=O)Nc2ccc([N+](=O)[O-])cc2)c(C)c1` gave CRFBP-R2 agonist 0.8, CHRM4 PAM -5, CRFBP-R2 block -14, IDE inh 4, IDE act 5, PHOSPHO1 inh 18, MEKK3 PB1 HTS 103, pCIP destab -2 and GalR3 antag 0.
For C[C@@H]1CN([C@@H](C)CO)C(=O)c2c(c3ccccc3n2C)-c2ccccc2CO[C@H]1CN(C)C(=O)[C@H](C)c1ccccc1 the results were CRFBP-R2 agonist 0.6, CHRM4 PAM 4, CRFBP-R2 block -2 and GalR3 antag -9.
Cc1nc(NCC2CCCO2)nc2c1C(=O)CC(C)(C)C2 (centres undefined) was read as CRFBP-R2 agonist 2.9, CHRM4 PAM 4, CRFBP-R2 block -21, IDE inh 3, IDE act 0, PHOSPHO1 inh -48, MEKK3 PB1 HTS 98, pCIP destab -13 and GalR3 antag -6.
For CSCCC(NC(=O)COc1ccccc1)C(=O)N(C)CC(=O)Nc1ccc(C)cc1 (centres undefined) the results were CRFBP-R2 agonist 18, CHRM4 PAM 1, CRFBP-R2 block -65, IDE inh 0, IDE act 2 and GalR3 antag -6.
COc1ccccc1N(CC(=O)NC(C)(C)C)C(=O)c1ccc(Cl)nc1 was read as CRFBP-R2 agonist 0.3, CHRM4 PAM -1, CRFBP-R2 block 5, IDE inh 5, IDE act 1, PHOSPHO1 inh -29, MEKK3 PB1 HTS 105, pCIP destab -1 and GalR3 antag -6.
For Cc1cccc(C(=O)NC(=S)Nc2ccc(S(=O)(=O)N3CCCCC3)cc2)c1 the results were CRFBP-R2 agonist -1.0, CHRM4 PAM 3, CRFBP-R2 block -13, IDE inh 2, IDE act 1, PHOSPHO1 inh -22, MEKK3 PB1 HTS 105, pCIP destab 1 and GalR3 antag -3.
Screening Cc1ccc2nc(Cl)c(-c3ccccc3)cc2c1 returned CRFBP-R2 agonist -1.3, CHRM4 PAM 6, CRFBP-R2 block -1, IDE inh -3 and GalR3 antag -8.
`O=C(CCCC(=O)N1CCCC1)N1CCCC1` gave CRFBP-R2 agonist -0.3, CHRM4 PAM 6, CRFBP-R2 block 4, IDE inh 6, IDE act 0, PHOSPHO1 inh 36, MEKK3 PB1 HTS 106, pCIP destab -7 and GalR3 antag -9.
`Nc1nsnc1C(=O)NCCO` gave CRFBP-R2 agonist 0.6, CHRM4 PAM 4, CRFBP-R2 block -8, IDE inh 6, IDE act 4, PHOSPHO1 inh 4, MEKK3 PB1 HTS 94, pCIP destab -6 and GalR3 antag -3.
COc1ccccc1NC(=O)CSc1nnc(-c2ccccc2)o1 was read as CRFBP-R2 agonist -1.7, CHRM4 PAM 8, CRFBP-R2 block -11, IDE inh -1, IDE act 9, PHOSPHO1 inh -5, MEKK3 PB1 HTS 89, pCIP destab -6 and GalR3 antag -1.

Next section (2 carried over from the part before).
`Nc1nsnc1C(=O)NCCO` gave CRFBP-R2 agonist 0.6, CHRM4 PAM 4, CRFBP-R2 block -8, IDE inh 6, IDE act 4, PHOSPHO1 inh 4, MEKK3 PB1 HTS 94, pCIP destab -6 and GalR3 antag -3.
COc1ccccc1NC(=O)CSc1nnc(-c2ccccc2)o1 was read as CRFBP-R2 agonist -1.7, CHRM4 PAM 8, CRFBP-R2 block -11, IDE inh -1, IDE act 9, PHOSPHO1 inh -5, MEKK3 PB1 HTS 89, pCIP destab -6 and GalR3 antag -1.
For CC(=O)NC12CC3CC(C1)CC(C(=O)N1CCN(S(=O)(=O)c4cccc(C(F)(F)F)c4)CC1)(C3)C2 the results were CRFBP-R2 agonist -0.5, CHRM4 PAM 18, CRFBP-R2 block 6, IDE inh 15, IDE act -7 and GalR3 antag -5.
CC1(c2ccccc2)CC(c2ccccc2)=C(C#N)C(=O)N1 (centres undefined) was read as CRFBP-R2 agonist 0.3, CHRM4 PAM 9, CRFBP-R2 block 14, IDE act -4 and GalR3 antag -2.
`Cc1ccccc1-c1nc(S(=O)(=O)c2ccccc2)c(NCCCN2CCOCC2)o1` gave CRFBP-R2 agonist -0.6, CHRM4 PAM 4, CRFBP-R2 block 0, IDE inh -7, IDE act 7 and GalR3 antag -2.
`CCOC(=O)c1[nH]c2ccccc2c1NC(=O)c1ccc2c(c1)OCO2` gave CRFBP-R2 agonist -0.8, CHRM4 PAM 2, CRFBP-R2 block -17, IDE inh -3, IDE act 4, PHOSPHO1 inh 24, MEKK3 PB1 HTS 102, pCIP destab -11 and GalR3 antag 0.
Screening Cc1cc(C(=O)OCC(=O)c2cccs2)c2ccccc2n1 returned CRFBP-R2 agonist 2.8, CHRM4 PAM -5, CRFBP-R2 block -24, IDE inh 1, IDE act 0, PHOSPHO1 inh 37, MEKK3 PB1 HTS 103, pCIP destab -16 and GalR3 antag -5.
For CCOCCCn1c(=S)[nH]c2cc(C(=O)NCCN(CC)CC)ccc2c1=O the results were CRFBP-R2 agonist 0.1, CHRM4 PAM 11, CRFBP-R2 block -13, IDE inh 6, IDE act -1, PHOSPHO1 inh 5, MEKK3 PB1 HTS 99, pCIP destab -1 and GalR3 antag -6.
For O=C(c1ccccc1-c1nc2ccccc2[nH]1)N1CCOCC1 the results were CRFBP-R2 agonist 0.3, CHRM4 PAM -1, CRFBP-R2 block -7, IDE inh 0, IDE act 4, PHOSPHO1 inh 24, MEKK3 PB1 HTS 97, pCIP destab -13 and GalR3 antag -4.
Screening C[C@H]1COC(=O)[C@H](NC(=O)OCC2c3ccccc3-c3ccccc32)C/C=C\C[C@H](CC(=O)N(CCO)Cc2ccccc2)C(=O)N1 returned CRFBP-R2 agonist 0.3, CHRM4 PAM -6, CRFBP-R2 block -13, IDE inh 1, IDE act 6 and GalR3 antag 0.
Screening N=c1c2c3c(sc2ncn1CCCN1CCOCC1)CCCCC3 returned CRFBP-R2 agonist -0.9, CHRM4 PAM 3, CRFBP-R2 block -11, IDE inh 4, IDE act 2, PHOSPHO1 inh 11, MEKK3 PB1 HTS 102, pCIP destab -6 and GalR3 antag -3.
CC(NC(=O)Cc1cccs1)C(c1cccs1)N1CCOCC1 (centres undefined) was read as CRFBP-R2 agonist -1.0, CHRM4 PAM 36*, CRFBP-R2 block 10, IDE inh -3, IDE act 1, PHOSPHO1 inh -2, MEKK3 PB1 HTS 74, pCIP destab -2 and GalR3 antag -5.
Screening CCOC(=O)c1ccc(NC(=O)c2c(Cl)cc(C)nc2C)cc1 returned CRFBP-R2 agonist 1.9, CHRM4 PAM 5, CRFBP-R2 block 1, IDE inh 1, IDE act 4, PHOSPHO1 inh 40, MEKK3 PB1 HTS 108, pCIP destab 2 and GalR3 antag -8.
Screening Fc1ccc(COc2ccc(-c3nnco3)cc2)c(Cl)c1 returned CRFBP-R2 agonist -6.5, CHRM4 PAM -5, CRFBP-R2 block -9, IDE inh -5, IDE act 3, PHOSPHO1 inh 36, MEKK3 PB1 HTS 100, pCIP destab -4 and GalR3 antag -8.
CCC(=O)NCCc1cc2ccc(C)c(C)c2[nH]c1=O was read as CRFBP-R2 agonist 2.0, CHRM4 PAM 3, CRFBP-R2 block 8, IDE inh -2, IDE act 1, PHOSPHO1 inh -12, MEKK3 PB1 HTS 103, pCIP destab 14 and GalR3 antag 1.
COc1ccccc1N(C(=O)c1ccco1)C(C(=O)NC1CCCCC1)c1cc(OC)c(OC)c(OC)c1 (centres undefined) was read as CRFBP-R2 agonist -0.6, CHRM4 PAM 3, CRFBP-R2 block -12, IDE inh 0, IDE act 2, PHOSPHO1 inh 28, MEKK3 PB1 HTS 102, pCIP destab 0 and GalR3 antag -10.
Screening O=C(Cc1ccccc1)N[C@H](c1ccccc1)P(=O)(O)CO returned CRFBP-R2 agonist -1.1, CHRM4 PAM 10, CRFBP-R2 block -2, IDE inh 4, IDE act 1, PHOSPHO1 inh -1, MEKK3 PB1 HTS 103, pCIP destab -16 and GalR3 antag 0.
For OCCNCCCCOc1ccc(OCc2ccccc2)cc1 the results were CRFBP-R2 agonist 8.7, CHRM4 PAM -3, CRFBP-R2 block -34, IDE inh 2, IDE act 5, PHOSPHO1 inh 8, MEKK3 PB1 HTS 103, pCIP destab -4 and GalR3 antag -3.
`N#CC1=C(N)Oc2cc(O)ccc2C1c1cccnc1` (centres undefined) gave CRFBP-R2 agonist 4.0, CHRM4 PAM 8, CRFBP-R2 block -22, IDE inh 82*, IDE act -35, PHOSPHO1 inh -21, MEKK3 PB1 HTS 132*, pCIP destab 0 and GalR3 antag 0.
For CCCCC(=O)Nc1c(-c2ccc(OC)c(OC)c2)c(=O)c2ccccc2n1C the results were CRFBP-R2 agonist -1.0, CHRM4 PAM 3, CRFBP-R2 block 9, IDE inh 1, IDE act 4, PHOSPHO1 inh 36, MEKK3 PB1 HTS 103, pCIP destab -14 and GalR3 antag -10.
Screening CCCCNC(=O)c1ccc(-n2c(=S)[nH]c3ccccc3c2=O)cc1 returned CRFBP-R2 agonist 1.6, CHRM4 PAM 6, CRFBP-R2 block 13, IDE inh 3, IDE act 0, PHOSPHO1 inh 42, MEKK3 PB1 HTS 100, pCIP destab 18 and GalR3 antag 1.
